NPR1 activator = GC-A (human) enzyme activation; P16066; HEK293 GC-A cells, cGMP TR-FRET, EC30 ANP; 0% at EC30 ANP, 100% saturating ANP; activation, % at 10 µM; 370,000 tested, 0.14% active; AID 1671463; in the data active = activation above about 40%
ASAP1 GAP inh = inhibitors of human ASAP1 ArfGAP activity | Q9ULH1 | ASAP1-stimulated ARF1 GTP hydrolysis, GDP FP detection | inhibition, % at 16.5 µM | 360,000 tested, 0.19% active; in the data active = inhibition above about 25%;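 also: 0% = vehicle with enzyme and substrate and 100% = no enzyme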
Target sequence (Q9ULH1 325-724 limits assumed): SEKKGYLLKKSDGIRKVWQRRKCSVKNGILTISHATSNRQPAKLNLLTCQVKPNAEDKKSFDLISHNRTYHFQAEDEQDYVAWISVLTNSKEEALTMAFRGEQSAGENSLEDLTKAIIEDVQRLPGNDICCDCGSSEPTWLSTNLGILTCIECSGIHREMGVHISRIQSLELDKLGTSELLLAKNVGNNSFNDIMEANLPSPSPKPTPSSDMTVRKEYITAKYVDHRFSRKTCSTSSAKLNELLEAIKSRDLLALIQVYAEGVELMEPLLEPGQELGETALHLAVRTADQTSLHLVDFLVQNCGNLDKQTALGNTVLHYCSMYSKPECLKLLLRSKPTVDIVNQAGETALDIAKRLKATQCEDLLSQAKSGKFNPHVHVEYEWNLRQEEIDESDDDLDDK
rCAG RNA binder = binds r(CAG) RNA repeats | r(CAG) RNA repeat, TO-PRO-1 dye displacement fluorescence | inhibition, % at 3 µM | 370,000 tested, 1.3% active;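 active = inhibition above the plate cutoff, the mean of all test compounds on that plate plus 3 SD, cut at about 35% in these data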;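 also: 0% = DMSO alone and 100% = 100 µM mitoxantrone as full dye displacement; higher means more dye released from RNA so lower well fluorescence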
mABHD4 FP = inhibitors of mouse ABHD4 | 370,000 tested, 0.54% active | purified mABHD4, FP-Rh probe fluorescence polarization | inhibition, % at 8.92 µM | Q8VD66;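 active = inhibition exceeding the mean over every tested compound plus 3 SD, cut at about 30% in these data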;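 also: 0% = plate median of compound wells and 100% = S159A mutant with DMSO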
Target sequence (Q8VD66 whole entry, looked up): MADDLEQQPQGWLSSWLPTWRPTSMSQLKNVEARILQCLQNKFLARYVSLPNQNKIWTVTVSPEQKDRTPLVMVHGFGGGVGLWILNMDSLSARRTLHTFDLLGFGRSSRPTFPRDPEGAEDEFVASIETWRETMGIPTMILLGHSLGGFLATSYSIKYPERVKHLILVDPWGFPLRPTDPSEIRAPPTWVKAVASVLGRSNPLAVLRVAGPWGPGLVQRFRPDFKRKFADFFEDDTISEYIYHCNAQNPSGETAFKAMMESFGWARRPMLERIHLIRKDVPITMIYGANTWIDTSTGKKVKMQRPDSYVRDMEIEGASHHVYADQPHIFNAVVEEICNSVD
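assay system = mABHD4 protein | compound dosing = single nominal dose of 8.92 µM, 0.89% DMSO final | read-out basis = percent inhibition of probe binding, normalized to plate controls | schedule = Enzyme–compound pre-incubation 45 min, then probe 60 min, both 25 °C | detection = fluorescence polarization, excitation 525 nm, emission 598 nm, BODIPY TMR filters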
NR1D1 modulator = modulates human Rev-erb alpha binding to DNA | AID 1259318 | 370,000 tested, 0.79% active | activity, % at 10 µM | P20393 | Rev-erbα–FITC-DNA binding, fluorescence polarization, 90 min;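 active = activity above about 14%, limit read from the data; passing the limit was not always enough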;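 also: 0% = DMSO wells with 35 nM protein and 100% = DMSO wells with 750 nM protein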
SMARCA2 act = activators of SMARCA2 function. MG213 cells, MMTV-luciferase reporter, dexamethasone, overnight. activation, % at 9.1 µM. 370,000 tested, 1% active. AID 652017; in the data active = activation above about 7.8%;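 also: 0% = vehicle wells and 100% = reference activator wells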
HTRA1 inh = blocks human HTRA1 serine peptidase; Q92743; recombinant HTRA1, FP-rhodamine activity-based probe, fluorescence polarization; inhibition, % at 5.96 µM; 340,000 tested, 0.5% active; AID 504803; in the data active = inhibition above about 36%;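 also: 0% = enzyme with DMSO and 100% = wells lacking enzyme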
GC-B act = GC-B (human) receptor activation; P20594; HEK293-GC-B cells, CNP EC30, cGMP TR-FRET; 0% at EC30 CNP, 100% saturating CNP; activation, % at 10 µM; 370,000 tested, 0.11% active; AID 1920062;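 active = activation at 10 µM reaching about 35% in either raw or pattern-adjusted values, limit read from the data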
ARFGAP1 inhibitor = inhibits rat ARF GTPase activating protein 1; Q62848; Arfgap1-stimulated ARF1 GTP hydrolysis, GDP FP detection; inhibition, % at 16.5 µM; 360,000 tested, 0.26% active;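 active = inhibition above a per-plate limit, mean inhibition of low control wells plus 3 SD, cut at about 25% in these data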;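 also: 0% = DMSO wells with enzyme and 100% = wells lacking Arfgap1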
Target sequence (Q62848 1-136 limits assumed): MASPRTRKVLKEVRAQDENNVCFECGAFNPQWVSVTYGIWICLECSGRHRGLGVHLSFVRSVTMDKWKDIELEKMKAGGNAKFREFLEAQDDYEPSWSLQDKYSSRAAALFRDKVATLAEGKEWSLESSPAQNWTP
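Material – truncated rat Arfgap1 GAP domain · Buffer or medium – HEPES-based buffer, pH 7.5 · Reagent – human ARF1(Δ1-17)-GTP substrate · Dosing – 16.5 µM single point, 1.26% DMSO · Schedule – GTP hydrolysis reaction 2 h at 25 °C · Technique – GDP detection by fluorescence polarization · Benchmarks – No-Arfgap1 wells (100%) versus DMSO full-reaction wells (0%) · Repeats – single replicate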
PG9 binder = small molecules binding HIV-1 gp120 antibody PG9; inhibition, % at 6.7 µM; 360,000 tested, 0.43% active; TR-FRET gp120-PG9 antibody binding; in the data active = inhibition above about 8.5%
Starred values were filed as active, the others as inactive; · = not tested or not shown.

Compound	HTRA1 inh	GC-B act	ASAP1 GAP inh	SMARCA2 act	mABHD4 FP	rCAG RNA binder	NR1D1 modulator	ARFGAP1 inhibitor	NPR1 activator	PG9 binder
CCOC(=O)N1CCN(C(=O)c2ccc3c(=O)n(-c4ccc(OC)cc4OC)c(=S)[nH]c3c2)CC1	1	-3	2	-4	0	0	-5	8	3	-1.0
CCOC(=O)c1c(NC(=O)CSc2nnc(-c3cccnc3)o2)sc(C(C)=O)c1C	-1	2	0	-1	5	-1	-1	-12	6	2.0
Cc1ccc(OCC(=O)Nc2cccc(-c3nnc(-c4ccccc4)o3)c2)c(C)c1	-4	6	5	6	-2	1	12	9	2	3.3
Cc1nc(NC(=O)COC(=O)CCc2ccccc2)c(Cl)cc1Cl	9	-1	-7	-1	6	4	4	0	0	-1.7
C[C@H](NC(=O)c1nc[nH]c1C(=O)N1CCc2ccccc2C1)c1ccccc1	-3	0	0	1	-1	-5	0	-7	-2	-2.8
CCN(CC(=O)NCc1ccc(F)cc1)C(=O)c1oc2ccccc2c1C	0	0	15	1	3	-4	7	-1	-4	-2.4
C[N+]1(CCCCSc2ccc(O)cc2)CCCCC1	0	0	0	-5	5	-4	-3	5	0	-2.5
CC(NC(=O)CN(c1cccc(C(F)(F)F)c1)S(C)(=O)=O)c1ccccc1 (centres undefined)	5	2	5	-3	-1	0	-1	-9	-1	0.3
O=[N+]([O-])c1ccc2[nH]ncc2c1	-7	-2	-1	-2	-3	2	-3	5	3	0.4
CC(C)CC(c1nnnn1Cc1ccco1)N1CCN(c2cccc(Cl)c2)CC1 (centres undefined)	-7	-2	2	2	-6	-1	-1	-4	-9	-1.7
OC(c1ccc(F)cc1)c1nc(-c2ccoc2)cs1 (centres undefined)	·	5	-1	0	9	8	0	3	-1	0.0
CCn1nc(NC(=O)c2ccccn2)c2cc3cc(C)ccc3nc21	-31	-1	-1	2	1	1	4	8	3	-1.3
Nc1c(N(CCC2=CCCCC2)C(=O)COc2ccc([N+](=O)[O-])cc2)c(=O)[nH]c(=O)n1Cc1ccccc1	1	6	12	1	3	6	5	3	-1	-0.6
O=C(C1CCCN1S(=O)(=O)c1ccccc1[N+](=O)[O-])N1CCN(c2ccccc2)CC1 (centres undefined)	·	-1	·	-5	-14	7	-3	·	2	·
O=c1[nH]ccc2c(O)cccc12	-2	0	-6	1	-3	0	4	14	2	0.7
O=C(/C=C/c1ccc([N+](=O)[O-])cc1)OCC(=O)c1ccc[nH]1	1	-1	-4	0	5	7	4	-3	-1	-0.6
Cc1nn(-c2ccccc2)c2sc(C(=O)NC3CCCCCCC3)cc12	·	13	·	-6	-6	10	-4	·	5	·
COc1cc(NC(=O)CCCN2C(=O)NC(C)(C)C2=O)cc(OC)c1	1	3	3	0	8	2	-5	11	2	1.9
CCOC(=O)c1c(NC(=O)Cc2cccs2)sc(C(=O)NC2CCCC2)c1C	-2	8	-3	-1	-2	2	2	0	17	3.5
CC(C)N(C(=O)Cn1cnc2c(cnn2-c2ccccc2Cl)c1=O)C(C)C	9	-3	·	·	·	·	-1	·	1	·
CC(=O)N1CC(=O)N(OCc2ccccc2)C1c1ccc(Cl)cc1Cl (centres undefined)	-6	-7	14	5	-3	-4	2	5	-17	-0.4
O=C(NCC(c1cccs1)N1CCOCC1)c1ccccc1NS(=O)(=O)c1ccc(Cl)cc1 (centres undefined)	-10	-1	-2	-1	-2	50*	5	-10	1	1.8
O=C(O)CC1(CC(=O)O)Nc2ccccc2SC1=O	2	3	-6	7	2	0	5	9	2	-0.3
CC(C)c1ccc(NC(=O)NCc2cccnc2)cc1	7	-6	9	2	2	0	2	6	-1	-2.2
FC(F)(F)c1ccnc(NCc2ccco2)n1	-2	2	23	-2	2	-3	2	3	4	-0.4
COCCOC(=O)C1=C(C)NC(=O)CC1c1cc2c(cc1Br)OCO2 (centres undefined)	8	1	1	5	-3	-1	3	5	-2	-1.1
COc1ccccc1N1CCN(/N=C/c2cccc(Cl)c2)CC1	-2	2	-3	3	-8	-7	-2	14	-4	-1.7
CCCc1cc(=O)oc2c3c(cc(OCC(=O)NCCCn4ccnc4)c12)OC(C)(C)CC3	-3	-30	-16	1	-2	-7	0	4	-23	1.0
CCn1c(CNc2ccc(C)cc2C)nnc1SCC(=O)N1CCCc2ccccc21	6	-14	-14	-4	-2	-8	1	-3	-7	2.6
COc1ccc(CC2(CO)CCN(Cc3cnn(C)c3C)CC2)cc1	0	0	0	0	1	-5	-6	-2	2	-2.2
CCN(CC)Cc1nc2sc(C)c(C)c2c(=O)[nH]1	-9	2	-5	-4	-2	-1	0	9	-1	1.0
O=C(Nc1cccc(NC(=O)c2ccco2)n1)c1ccco1	-7	-2	-4	-1	-1	-2	-2	15	4	-0.4
COc1ccccc1CNC(=O)c1ccc(S(=O)(=O)N(C)C)cc1	4	2	2	6	4	-1	1	-1	1	-2.2
CN1CCN(CC/C=C2/c3ccccc3Sc3ccc(S(=O)(=O)N(C)C)cc32)CC1	4	5	6	1	-2	4	1	1	-2	0.7
CCC(C)(C)NC(=O)c1ccccc1Oc1ccccc1	-1	-3	7	2	-2	-8	-8	5	0	-0.1
CC1(C)CC(=O)C2=C(C1)OC1=C(C(=O)CC(C)(C)C1)C2c1cc([N+](=O)[O-])cc([N+](=O)[O-])c1O	-5	2	-2	1	12	53*	-3	-3	3	-1.6
CC(=O)NC(CC(=O)OCC(=O)Nc1cc(S(=O)(=O)N2CCCCC2)ccc1C)c1ccccc1 (centres undefined)	2	0	5	-2	-6	3	-10	-3	4	0.7
Cc1ccccc1-c1nnc(-c2cccs2)o1	-8	-1	-7	1	-6	-3	-1	-1	-2	-1.1
N=C1N(c2ccccc2)C(=S)C(=Nc2ccccc2)N1c1ccccc1	-2	3	2	2	5	2	3	-15	-7	1.9
O=C(COC(=O)/C=C/c1ccc(C(F)(F)F)cc1)NCC1CCCO1 (centres undefined)	-1	6	-2	-1	4	-4	0	-12	3	1.3

Another view of part of the listing above:
Values run as follows: HTRA1 inh, GC-B act, ASAP1 GAP inh, SMARCA2 act, mABHD4 FP, rCAG RNA binder, NR1D1 modulator, ARFGAP1 inhibitor, NPR1 activator, PG9 binder
COCCOC(=O)C1=C(C)NC(=O)CC1c1cc2c(cc1Br)OCO2 (centres undefined)
  8, 1, 1, 5, -3, -1, 3, 5, -2, -1.1
COc1ccccc1N1CCN(/N=C/c2cccc(Cl)c2)CC1
  -2, 2, -3, 3, -8, -7, -2, 14, -4, -1.7

(next part)
Compound	HTRA1 inh	GC-B act	ASAP1 GAP inh	SMARCA2 act	mABHD4 FP	rCAG RNA binder	NR1D1 modulator	ARFGAP1 inhibitor	NPR1 activator	PG9 binder
Cc1ccc(-c2nn(CC(=O)NCC3CCCO3)c(=O)c3ccccc23)cc1 (centres undefined)	4	-2	·	·	·	·	0	·	3	·
O=C(c1c[nH]c2ccccc12)N1CCC(Oc2cccnc2)CC1	·	0	·	4	-2	0	-2	·	-2	·
Cc1nnc(SCC(=O)Nc2c(Cl)cccc2Cl)[nH]c1=O	6	0	5	-1	0	0	-5	-2	5	0.9
CC(=O)O[C@H](COc1c2ccoc2cc2oc(=O)ccc12)C(C)(C)O	-9	-9	-11	0	1	1	-10	-4	-1	-1.1
CC(C)(C)NC(=O)NCCc1ccccc1	11	2	18	9.9*	2	1	1	11	0	-0.6
Cc1ccc(/C=N/NC(=O)c2nnn(-c3nonc3N)c2CSc2ccccc2)s1	-3	-7	-11	-2	1	2	-2	-6	4	-2.0
CN(C)CCOC(=O)CCc1ccccc1	1	0	3	3	0	0	-3	15	2	-0.7
CC[C@H](C)[C@H](NS(=O)(=O)c1ccc(C)cc1)C(=O)N1CCC(C(=O)N[C@H](C(=O)O)C(C)C)CC1	9	0	·	·	·	·	1	·	5	·
Clc1ccc(-c2nc3c4ccccc4ccn3c2Cc2ccccc2)cc1	-19	9	-8	0	0	5	3	5	14	-0.2
CCOC(=O)C1(Cc2cccc(OC)c2)CCN(Cc2cccc3cnccc23)CC1	-12	-5	11	-4	-13	-1	-10	-2	-7	-1.1
CCOC(=O)C1(C(=O)OCC)NC(=O)CC1C(C)C (centres undefined)	-10	-2	-12	-2	1	2	6	11	3	0.9
CCCn1cc(CCC(=O)Nc2ccc(Oc3cccnc3)cc2)c2ccccc21	·	-4	4	-3	-13	4	6	4	-2	-0.1
Cc1cc(C)cc(N(CC(=O)NCc2ccccc2Cl)S(=O)(=O)c2c(C)[nH]c(=O)[nH]c2=O)c1	-6	-4	0	-1	0	17	0	0	3	-1.7
O=C(Nc1nc(C2C3CC4CC(C3)CC2C4)cs1)c1cc2cc([N+](=O)[O-])ccc2oc1=O (centres undefined)	2	12	-9	-8	-14	16	1	4	2	0.7
Cc1cc(C)cc(Oc2ccc(NC(=O)C3CC=CCC3C(=O)O)cc2)c1 (centres undefined)	-5	4	7	-1	-3	15	1	3	-1	-0.3
COC(=O)c1c(NC(=O)C(=O)NCCCN2CCOCC2)sc2c1CCCC2	7	2	13	-1	-8	-1	3	-1	4	-0.6
COc1cc(-c2nnn(CC(=O)NCc3ccccc3)n2)cc(OC)c1OC	-1	-2	18	-5	8	1	-2	-14	-1	0.2
CCc1nnc(NC(=O)CSc2nnc(-c3ccco3)n2CCOC)s1	1	0	11	0	3	-3	1	-5	0	-0.1
CC(C)C(NC(=O)c1ccco1)C(=O)NCC(c1ccco1)N(C)C (centres undefined)	-6	-1	6	4	-4	0	0	13	-1	-1.1
Cc1ccc2c(c1)cc(C(=O)NCc1ccccc1)n2C	-5	-1	10	0	-5	0	8	-9	2	1.1
Cc1cnc(C)c(N(C)NC(=S)Nc2ccccc2)n1	-5	1	1	0	6	0	2	5	3	-1.4
Cc1cc(C(=O)CC#N)c(C)n1CC(F)(F)F	8	-3	18	0	1	1	-4	9	1	-0.1
CCCn1c(N)c(C(=O)CSc2n[nH]c(-c3ccccc3F)n2)c(=O)n(C)c1=O	2	2	15	-2	2	2	-2	19	9	-0.9
Cn1cccc1/C=N/NC(=O)CSc1nc2ccccc2n1C	2	1	2	0	-15	2	-1	-10	4	0.9
CC(C)CC(=O)N1CCN(Cc2ccc3ccccc3c2)CC1	8	-2	-15	-2	4	-11	0	8	-2	-1.4
CCCCn1c(CCC(=O)O)nc2cc(S(=O)(=O)N(CC)CC)ccc21	-25	6	11	-4	-40	4	1	-3	0	0.7
COc1ccc(N2CC(C(=O)N[C@@H](CC(C)C)C(=O)NC3CCCCC3)CC2=O)cc1 (some centres undefined)	-7	-2	-1	1	-9	-6	-5	1	7	0.1
CN(C)C(CNC(=O)c1sc2ccccc2c1Cl)c1ccco1 (centres undefined)	-3	1	8	1	3	5	1	4	-1	0.7
O=C(Cn1nnc(-c2ccc3c(c2)OCO3)n1)NCc1ccccc1	6	0	1	-2	-1	0	6	-11	0	3.3
COc1ccc(-n2c(Cc3cccn3C)nnc2SCC(=O)Nc2ccc(C)cc2C)cc1	-8	-6	12	-1	6	4	2	0	-1	0.2

Compound activity as filed in PubChem.
